Screening data as filed in PubChem BioAssay.
Kir21 inh = inhibitors of mouse Kir2.1 inward-rectifier potassium channel. Inward rectifier potassium channel 2 (Mus musculus), P35561. HEK293-Kir2.1, FluxOR thallium flux fluorescence; active compounds read low. B-score at 10 µM. 0.85% of 310,000 active;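 active = fluorescence ratio B-score at or below minus 3 SD of library scores, with starting-brightness B-score within 2 SD, cut at about -4.2 in these data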;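 note: channel flux triggered by added potassium and thallium sulfate stimulus; B-score of peak minus minimum fluorescence over baseline after thallium stimulus; more negative B-score means stronger Kir2.1 block with less thallium influx; some compounds called inactive have numbers as strong as hits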
KCNQ2 block = KCNQ2 potassium channel inhibitors, primary screen, cell-based, CHO-K1, FluxOR thallium flux, B-score (AID 2156) | 20 min; active compounds read low | B-score at 10 µM | 1.1% of 310,000 active;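 active = fluorescence ratio B-score at most minus 3 library SDs, with starting brightness B-score within 2 library SDs, cut at about -5.5 in these data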
Target sequence (O88943 whole entry, looked up): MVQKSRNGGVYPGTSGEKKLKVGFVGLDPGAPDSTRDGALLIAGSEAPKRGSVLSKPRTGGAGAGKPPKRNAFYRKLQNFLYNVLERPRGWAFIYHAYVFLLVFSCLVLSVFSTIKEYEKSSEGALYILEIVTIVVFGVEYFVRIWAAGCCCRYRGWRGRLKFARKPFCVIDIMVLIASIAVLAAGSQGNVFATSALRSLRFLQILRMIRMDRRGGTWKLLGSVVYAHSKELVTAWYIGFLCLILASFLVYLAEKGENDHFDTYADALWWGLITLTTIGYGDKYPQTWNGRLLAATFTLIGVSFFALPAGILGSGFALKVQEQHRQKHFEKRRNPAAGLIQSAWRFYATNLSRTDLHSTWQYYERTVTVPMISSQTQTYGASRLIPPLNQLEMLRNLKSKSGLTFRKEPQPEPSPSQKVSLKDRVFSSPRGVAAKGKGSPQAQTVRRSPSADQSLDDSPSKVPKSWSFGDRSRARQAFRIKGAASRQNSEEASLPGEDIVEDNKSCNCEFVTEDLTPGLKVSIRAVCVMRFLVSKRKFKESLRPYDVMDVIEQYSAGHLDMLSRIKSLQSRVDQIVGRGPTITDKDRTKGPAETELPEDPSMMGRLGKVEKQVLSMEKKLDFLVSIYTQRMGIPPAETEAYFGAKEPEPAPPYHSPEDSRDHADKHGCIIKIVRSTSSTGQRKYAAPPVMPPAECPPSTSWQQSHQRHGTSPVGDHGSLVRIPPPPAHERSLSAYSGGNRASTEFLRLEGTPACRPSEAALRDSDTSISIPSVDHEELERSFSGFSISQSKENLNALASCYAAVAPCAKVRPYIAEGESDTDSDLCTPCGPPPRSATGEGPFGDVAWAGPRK
CHT inh = inhibitors of human choline transporter CHT; B-score at 10 µM; 0.86% of 310,000 active; High affinity choline transporter 1 (Homo sapiens), Q9GZV3; CHT-expressing cells, membrane potential dye, choline response; active compounds read low;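 active = B-score over 3 SD under the library average, and starting fluorescence ratio not unusually high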;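 note: choline stimulus applied at its EC90 after an EC20 pre-addition; B-score computed on integrated fluorescence ratio after choline addition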
* = called active by the depositor; i = inactive; . = not tested or not shown.

Start of the data: the first three entries (preview)
Kir21 inh,KCNQ2 block,CHT inh,molecule
1.5,i,i,FC(F)(F)c1nnc(-c2ccccc2)nc1Sc1ccc(Cl)cc1
-1,i,i,CC(=O)c1cccc(NC(=O)Cn2cnc(S(=O)(=O)N3CCc4ccccc43)c2)c1
-0.14,i,i,NS(=O)(=O)c1cc(C(=O)N2CCNC(=O)C2)ccc1Cl

The whole of this part (from the top)
Kir21 inh,KCNQ2 block,CHT inh,molecule
1.5,i,i,FC(F)(F)c1nnc(-c2ccccc2)nc1Sc1ccc(Cl)cc1
-1,i,i,CC(=O)c1cccc(NC(=O)Cn2cnc(S(=O)(=O)N3CCc4ccccc43)c2)c1
-0.14,i,i,NS(=O)(=O)c1cc(C(=O)N2CCNC(=O)C2)ccc1Cl
1.1,i,i,COc1ccc(CNC(=O)C/C(C)=N/NC(=O)c2ccccc2OC)cc1
-1.2,i,i,CCn1cnc2c(cnn2-c2ccccc2)c1=O
-0.75,i,i,COc1cccc(-n2cnc(=O)c3cccnc32)c1
-0.58,i,i,Cc1cccc(C(=O)NNC(=O)CCn2nnc3ccccc32)c1
-1.5,i,i,Cc1noc(C)c1COC(=O)c1ccccc1NC(=O)Cc1ccccc1
-0.26,i,i,CCOCC(=O)Nc1ccc(Br)c(C)c1
2.1,i,i,Cc1ccc(OCc2cc(C(=O)NC(C)Cc3cccc(C)n3)no2)cn1 (configuration not stated)
1.8,i,i,O=C(NCCN1C(=O)S/C(=C\c2cccnc2)C1=O)C1CC(=O)N(Cc2ccco2)C1 (configuration not stated)
0.27,i,i,Nc1nc(SCc2ccc(Cl)cc2Cl)ns1
-0.17,i,i,COC(=O)c1[nH]c2cc(C)ccc2c1NC(=O)CN1CCOCC1
0.3,i,i,COc1ccc(N/N=C(C)/C(=N/O)C(=O)Nc2ccccc2)cc1
-4.3,i,i,Clc1ccccc1OCCN1CCC(Cc2ccccc2)CC1
-0.1,i,i,COCCSc1ccccc1C(=O)Nc1ccccc1C#N
-0.44,i,i,NCCCNc1ccc([N+](=O)[O-])cc1C(F)(F)F
-0.76,i,i,CCOC(=O)c1cc(=O)c2ccc(OCC(=O)Nc3ccccc3)cc2o1
1.1,i,i,COc1cccc2c1C(=O)c1ccc3ccccc3c1C2=O
0.08,i,i,COc1ccc(Br)cc1/C=c1\sc2nc(-c3ccco3)nn2c1=O

(further entries)
Kir21 inh,KCNQ2 block,CHT inh,molecule
1.3,i,i,CC(C)=CCc1c2c(c(O)c3c(=O)c4c(oc13)-c1cc(O)c(O)cc1OC4C=C(C)C)C=CC(C)(C)O2 (configuration not stated)
0.24,i,i,CC1(C)CC(=O)C(CC(=O)Nc2ccc(S(N)(=O)=O)cc2)=C(O)C1
-1.2,i,i,CC(C(=O)Nc1ccc(C#N)cc1)N(C)CC(=O)Nc1ccccc1Br (configuration not stated)
-1.9,i,i,CC(=O)Nc1cc(C(=O)NCc2ccco2)ccc1Sc1ccc(Cl)cc1
0.31,i,i,Cc1ccc(Cn2c(C(CO)Nc3nc(-c4ccc(Cl)c([N+](=O)[O-])c4)cs3)nc3ccccc32)cc1 (configuration not stated)
-0.21,i,i,Cc1cccc(NC2SC(=O)NC2=O)c1 (configuration not stated)
0.1,i,i,COc1ccc(CN2CC(=O)N(c3cccc(Cl)c3)C2=S)cc1OC
0.11,i,i,CN(C)S(=O)(=O)c1ccc(C(=O)Oc2coc(CSc3ncccn3)cc2=O)cc1
1.6,i,i,CN(CCc1cn[nH]c1)C(=O)CC1C(=O)NCCN1Cc1ccccc1C(F)(F)F (configuration not stated)
-1.5,i,i,COc1cc(CCC(=O)OCC(=O)Nc2c(C)cc(C)cc2C)cc(OC)c1OC
0.73,i,i,O=C(COC(=O)CNS(=O)(=O)/C=C/c1ccccc1)Nc1cc(S(=O)(=O)N2CCCCC2)ccc1Cl
-2.4,i,i,COc1cccc(NC(=O)CSc2ncnc3c2cnn3Cc2ccccc2)c1
2.4,i,i,COc1ccccc1NS(=O)(=O)c1ccc(Cl)c(NC(=O)CN2C(=O)c3ccccc3C2=O)c1
-0.83,i,i,COc1cc(/C=C/C(=O)OCC(=O)NCc2ccccc2OC)ccc1O
-0.66,i,i,Cc1cc(N2CCN(C)CC2)nc2ccc(NC(=O)CCC3CCCC3)cc12
-0.06,i,i,Cc1c(CCO)c(=O)[nH]n1C(=O)c1c(F)cccc1F
1.1,i,i,COC(=O)c1ccncc1C(=O)Nc1ccc(OC)cc1
-0.05,i,i,CNC(=S)NNC(=O)c1sccc1C
-0.07,i,i,CN1C(C(=O)NCc2ccccc2)CC2Cn3c(nc4cc5ccccc5cc43)C21 (configuration not stated)
3.1,i,i,CCC(=O)Nc1nnc(SCC(=O)NCCc2ccc(OC)c(OC)c2)s1

Compound profiles (already shown). Order of screens: Kir21 inh	KCNQ2 block	CHT inh
`COc1ccccc1NS(=O)(=O)c1ccc(Cl)c(NC(=O)CN2C(=O)c3ccccc3C2=O)c1` is listed with 2.4	i	i
`CC(=O)Nc1cc(C(=O)NCc2ccco2)ccc1Sc1ccc(Cl)cc1` is listed with -1.9	i	i
`CC(C(=O)Nc1ccc(C#N)cc1)N(C)CC(=O)Nc1ccccc1Br` (configuration not stated) is listed with -1.2	i	i
`Cc1ccc(Cn2c(C(CO)Nc3nc(-c4ccc(Cl)c([N+](=O)[O-])c4)cs3)nc3ccccc32)cc1` (configuration not stated) is listed with 0.31	i	i
`COc1cc(CCC(=O)OCC(=O)Nc2c(C)cc(C)cc2C)cc(OC)c1OC` is listed with -1.5	i	i

Continuation:
Kir21 inh,KCNQ2 block,CHT inh,molecule
0.32,i,i,O=S(=O)(NCC1CCCO1)c1ccc(S(=O)(=O)N2CCc3ccccc3C2)cc1 (configuration not stated)
0.56,i,i,O=C(NCCCNC(=O)c1ccc(-c2cccc(Cl)c2)o1)c1cnccn1
2,i,i,c1ccc(Nc2nc(-c3ccccc3)ns2)cc1
0.81,i,i,CCOc1ccc(NC(=O)C2CCN(C(=O)N3CCOc4ccccc43)CC2)cc1
-0.14,i,i,Clc1ccc(SCc2cn3cccnc3n2)cc1
0.55,i,i,O=C(O)C1Cc2ccccc2CN1S(=O)(=O)c1ccc2ccccc2c1 (configuration not stated)
-0.28,i,i,CCOc1ccc(NC(=O)CSc2nnc(Cc3csc(C)n3)o2)cc1
1.2,i,i,Cc1c(N=C2NC(=O)/C(=C/c3ccc(O)cc3)S2)c(=O)n(-c2ccccc2)n1C
0.34,i,i,Cc1cccc(C(=O)OCC(=O)NNC(=O)c2cccs2)c1O
2.1,i,i,CCN(CC)S(=O)(=O)c1ccc(Nc2nc3ccccc3n3nnnc23)cc1
1.2,i,i,COc1ccc(C2C(C(=O)OCC(=O)N3CCCCC3)CCC(=O)N2c2ccc(OC)cc2)cc1 (configuration not stated)
-0.47,i,i,Cc1ccc(NC(=O)n2ncc3c(C)cccc32)cc1F
-1.5,i,i,COc1cccc(CN2CCN(C(=O)c3cc(-c4ccccn4)nc4ccc(Cl)cc34)CC2)c1
0.55,i,i,Cc1ccc(NC(=O)c2ccccc2F)c(NC(=O)c2ccccc2F)c1
0.35,i,i,Cc1ccc(S(=O)(=O)Nc2nsc(N)n2)cc1
0.59,i,i,CCC(C(=O)OCCOCCN(CC)CC)c1ccccc1 (configuration not stated)
-0.54,i,i,COc1ccc(N2CCN(S(=O)(=O)Cc3ccccc3)CC2)cc1
2,i,i,CCOC(=O)c1sc(-c2ccccc2)cc1NC(=O)Nc1ccccc1
1.8,i,i,COc1ccc(OCC(=O)NC(=S)Nc2ccc(S(=O)(=O)Nc3cc(C)on3)cc2)cc1
0.31,i,i,Cc1ccc(-c2nc3ccccc3c(=O)n2-c2c(C)n(C)n(-c3ccccc3)c2=O)cc1

Reformatted as a markdown table: entries from further up.
| structure | Kir21 inh | KCNQ2 block | CHT inh |
| --- | --- | --- | --- |
| CCC(=O)Nc1nnc(SCC(=O)NCCc2ccc(OC)c(OC)c2)s1 | 3.1 | i | i |
| O=S(=O)(NCC1CCCO1)c1ccc(S(=O)(=O)N2CCc3ccccc3C2)cc1 (configuration not stated) | 0.32 | i | i |
| O=C(NCCCNC(=O)c1ccc(-c2cccc(Cl)c2)o1)c1cnccn1 | 0.56 | i | i |

Further results
Kir21 inh,KCNQ2 block,CHT inh,molecule
2,i,i,COCC1CCN(C(=O)C2CCC(=O)N(Cc3cccc(F)c3)C2)CC1 (configuration not stated)
2,i,i,CC(=O)c1ccc(S(=O)(=O)NCc2nnnn2-c2ccccc2)cc1
0.1,i,i,COc1ccccc1OCCC(=O)Nc1cccc(S(=O)(=O)N2CCCCC2)c1
0.32,i,i,COc1ccccc1OCc1cc(C(=O)NCCN2CCCC(O)C2)no1 (configuration not stated)
0.34,i,i,CCOC(=O)C(C(=O)OCC)N(C#N)c1nc(N(C)C)nc(N(C)C)n1
-6.2*,i,i,CCn1c(CNc2ccc(Cl)cc2)nnc1SCc1ccccc1
-1.5,i,i,Oc1ccc(Br)cc1C=Nc1ccc2c3c(cccc13)CC2
-0.1,i,i,O=C(CN(Cc1ccccc1)S(=O)(=O)c1cccc(C(F)(F)F)c1)NC1CCCCC1
-0.53,i,i,COc1cc2c(cc1NC(=O)CN(C)Cc1nc3ccccc3c(=O)[nH]1)oc1ccccc12
-0.04,i,i,Cc1ccccc1NC(=O)NCCCN1CCN(C)CC1
-0.53,i,i,COc1ccc(CCNS(=O)(=O)c2cccc([N+](=O)[O-])c2)cc1
0.36,i,i,CC(NC(=O)C1CCCCC1)C(c1cccs1)N1CCN(C)CC1 (configuration not stated)
-0.02,i,i,Cc1occc1C(=O)N1CCN(c2ccccc2)CC1
-0.22,i,i,Cc1ccc2nc(SCC(=O)NCc3ccccc3Cl)nc(=O)n2c1
-0.1,i,i,Cc1ccc(CN2C(=O)CSc3ccc(C(=O)NCCN4CCOCC4)cc32)cc1
-3.3,i,i,CCOCCOCN(C#N)c1nc(OC)nc(N(C)C)n1
2.2,i,i,COc1ccccc1-c1nc(SCC(=O)Nc2ccccc2F)n[nH]1
0,i,i,Cc1ccc(N(C(=O)C2CCCC2)C2C=CS(=O)(=O)C2)cc1 (configuration not stated)
-0.31,i,i,CC(C)(C)c1ccc(Cn2nnc3c(=O)[nH]c(C4CCCN(C(=O)c5ccco5)C4)nc32)cc1 (configuration not stated)
0.76,i,i,CCOC(=O)N1CCc2c(sc3nc4n(c(=O)c23)N=C(C)CS4)C1

Carrying on:
Kir21 inh,KCNQ2 block,CHT inh,molecule
-0.05,i,i,CCOC(=O)C1=C(C)OC(N)=C(C#N)C1c1c(C)nn(-c2ccccc2)c1Cl (configuration not stated)
-0.44,i,i,Cc1ccc(NS(=O)(=O)c2cc(-c3cc(C)no3)ccc2C(C)C)nc1
1.4,i,i,COc1ccc(CNC(=O)CN(C(=O)CCC(=O)Nc2ccccn2)c2ccc3c(c2)OCO3)cc1
1.1,i,i,CN(CC(=O)NCc1ccco1)S(=O)(=O)c1ccc(F)cc1
0.62,i,i,O=C(Nc1ccc(N2CCOCC2)cc1)C1CC(=O)N(c2ccc(F)cc2)C1 (configuration not stated)
0.16,i,i,CCCCOc1ccc(S(=O)(=O)NCc2csc(C)n2)cc1
1.2,i,i,O=C(c1ccc(S(=O)(=O)N2CCCC2)cc1)N1CCN(c2ccccc2F)CC1
0.75,i,i,Cc1onc(-c2ccccc2Cl)c1C(=O)N1CCCC1
-0.31,i,i,O=C(OCCCOC(=O)c1ccccc1O)c1ccccc1O
-0.73,i,i,CNC(=O)c1cc(S(=O)(=O)Nc2ccc3c(c2)OCCO3)ccc1C
1.6,i,i,NS(=O)(=O)c1ccc(NS(=O)(=O)c2ccc(Br)cc2)cc1
0.06,i,i,O=C1c2cccc3cccc(c23)C(=O)N1c1ccc(O)cc1
-2.7,i,i,O=C(CSc1ccc2c(c1)OCCO2)NCC1CCCO1 (configuration not stated)
-1.6,i,.,CCc1ccccc1OCC(=O)NC1CCCC1
-2.5,i,i,CN(C)S(=O)(=O)c1cccc(NC(=O)CCSc2ccc(Cl)cc2)c1
1.6,i,.,Cc1cc(C)n(-c2nc(NCCC(C)C)c3c4c(sc3n2)COC(C)(C)C4)n1
-0.55,i,i,Cc1occc1C(=O)NNC(=S)Nc1ccccc1
0.01,i,i,O=C1C(Cl)=C(N2CCOCC2)C(=O)N1c1ccccc1
1.2,i,i,CS(=O)(=O)NC1CCN(Cc2ccccc2)CC1
-0.24,i,i,O=C(NCC1CCCO1)c1sc2ccccc2c1Cl (configuration not stated)

Continuation:
Kir21 inh,KCNQ2 block,CHT inh,molecule
-1.7,i,i,CCc1nc2ccccc2c(C(=O)OC2CCOC2=O)c1C (configuration not stated)
-1.4,i,i,Nc1c(C(=O)c2ccc(Cl)cc2)sc2c1c(=O)[nH]c(=O)n2-c1ccccc1
1.9,i,i,CC(C)CNC(=O)CC(NCC(C)C)C(=O)O (configuration not stated)
0.98,i,i,COc1ccccc1NC(=O)CN1CCOCC1
-0.38,i,i,CCn1c(=O)n(Cc2ccco2)c(=N)c2c3c(sc21)COC(C)(C)C3
-0.08,i,i,O=C(Nc1ccc(Oc2c(F)c(F)c(F)c(F)c2F)cc1)OC1CCN2Cc3ccccc3N=C12 (configuration not stated)
0.36,i,i,CC(=O)C1=C(c2ccccc2)NC(=S)NC1c1cc(Cl)c(OC(C)C)c(Cl)c1 (configuration not stated)

Random draw from the library. About 2.6% of those tested had a hit in this group.
